# High-throughput results from PubChem BioAssay.
# Growth percent in the NCI-60 one-dose screen (48 h, 10 µM unless noted): 100 = growth as untreated, 0 = no growth, -100 = all killed.
# SF-295 – SF-295 CNS cancer cells | 79,000 tested, 5.6% active
# OVCAR-4 – OVCAR-4 ovarian cancer cells. 80,000 tested, 3.7% active
# OVCAR-8 – OVCAR-8 ovarian cancer. 81,000 tested, 4.4% active
# SK-OV-3 – SK-OV-3 ovarian cancer cells; 80,000 tested, 3.2% active
# PC-3 – PC-3 prostate cancer cells; 80,000 tested, 3.9% active; AID 1794754
# OVCAR-3 – OVCAR-3 ovarian cancer | 79,000 tested, 7% active
# U251 – U251 CNS tumor cells | 80,000 tested, 5.4% active
# OVCAR-5 – OVCAR-5 ovarian cancer; 82,000 tested, 2.9% active; AID 1794783
# DU-145 – DU-145 prostate cancer. 81,000 tested, 4.2% active. AID 1794760
# * marks the source's active call; other numbers are inactive results; nt = no result given; & = joins results of further samples; ! = a repeat was not active. How the source made its calls: active means growth percent below 10; inactive means the rest.
1) CCOC(CCC#N)c1ccc(C)cc1 (stereo not given)
2) CCOc1ccc(-n2cc(-c3ccccc3)c3c(SCc4cc(C)ccc4C)ncnc32)cc1
3) COc1ccccc1-n1cc(C#N)c(N)c1C(=O)c1ccc(C)cc1
4) O=C(NC(=S)N1CCN(c2ncnc3c2cnn3-c2ccccc2)CC1)c1ccccc1
5) O=C1NC(=O)C(c2ccccc2)N1 (stereo not given)
6) CCN1C(=O)N(CC)C2C1NN=c1s/c(=C3\C(=O)N(C(C)C)c4ccccc43)c(=O)n12 (stereo not given)
7) Cc1cccc(C)c1NC(=O)CN1CCCCC1C (stereo not given)
8) CCCNC(=O)c1sc2ncnc(Oc3ccc(NC(=O)Nc4cccc(OC)c4)cc3)c2c1C
entry no.	1	2	3	4	5	6	7	8
SF-295	101.7	84.7	74.1	96.9	99.7	5.0*	106.0	96.6
OVCAR-4	nt	98.1	102.6	98.5	121.3&100.1	58.1	100.7	94.4
OVCAR-8	105.7	95.9	95.0	103.6	105.3&104.9	12.6	104.3	94.3
SK-OV-3	104.1	101.7	93.5	91.4	103.5&106.9	29.7	112.8	89.1
PC-3	108.3	97.7	74.5	90.0	95.6&101.8	25.8	92.4	nt
OVCAR-3	120.6	102.3	94.6	108.0	102.4	5.6*	nt	82.6
U251	106.6	91.9	79.4	98.1	99.5&103.1	20.6	100.7	78.5
OVCAR-5	99.9	94.9	103.1	105.5	105.2&101.7	54.2	112.1	127.3
DU-145	116.4	95.7	99.2	110.2	109.2&103.7	3.7*	105.6	93.3

9) N#C/C(=C\N1CCc2ccccc2C1)S(=O)(=O)c1ccccc1
10) C=CCN(CC=C)C(=O)[C@H](CC)[C@@H]1CC[C@@H](C)[C@@H]([C@H](C)[C@@H](O)[C@@H](C)C(=O)[C@H](CC)C2O[C@]3(C=CC(=O)[C@]4(CC[C@@](C)([C@H]5CC[C@](O)(CC)[C@H](C)O5)O4)O3)[C@H](C)C[C@@H]2C)O1 (stereo not given in full)
11) CC(=N/NC(=O)c1ccncc1)/C(C)=N/O
12) NC1=NC(c2ccc(Cl)cc2)C2=C(N1)/C(=C/c1ccc(Cl)cc1)CCC2 (stereo not given)
13) CCN(CC)CC(O)Cc1ccccc1 (stereo not given)
14) COc1ccc(NC(=O)Cn2c(O)c(N=Nc3ccc(S(N)(=O)=O)cc3)c3ccccc32)cc1
15) C=C(C(=O)O)c1ccccc1
16) CN(C)c1ccc(-c2ccc(-c3ccc(C(=N)N)cn3)o2)cc1
entry no.	9	10	11	12	13	14	15	16
SF-295	117.4	5.7*	97.3	67.5	98.4	22.1	99.2	-69.7*
OVCAR-4	122.5	42.7	106.6	76.1	103.0	82.2	95.9	-17.3*
OVCAR-8	91.3	32.4	100.7	41.2	110.9	24.5	111.0	-54.7*
SK-OV-3	114.2	41.0	104.4	80.6	112.9	30.3	112.1	-24.4*
PC-3	89.2	14.7	93.7	79.5	90.7	14.4	101.5	8.0*
OVCAR-3	126.9	29.8	103.1	39.1	107.7	50.7	112.7	-96.7*
U251	102.8	30.5	97.8	13.9	108.4	-32.5*	110.1	-91.1*
OVCAR-5	109.4	32.8	105.3	111.7	104.7	65.9	116.8	-25.0*
DU-145	132.4	74.8	98.0	97.2	111.4	82.4	122.7	-65.2*

17) N#Cc1ncc(-c2ccc(F)cc2F)c(NC2CCCCCC2)n1
18) NC(=S)N/N=C/c1ccc(Cl)c(Cl)c1
19) C=C(C)[C@@H]1CC[C@]2(C)[C@H](CC=C3[C@@H]4C[C@](C)(C(=O)N5CCN(C)CC5)CC[C@]4(C)CC[C@]32C)[C@@]1(C)CCC#N
20) O=c1[nH]c(=S)[nH]c2c1C(c1ccc(O)cc1)c1c([nH]c(=S)[nH]c1=O)N2
21) O=C(C[C@]1(O)C(=O)Nc2ccc(Br)cc21)c1ccco1
22) COc1ccc(C2=NNC(c3cc(OC)c(OC)c(OC)c3)C2)cc1 (stereo not given)
23) CCCCOC(OCCCC)c1ccccc1
24) CCCCCc1ccc(S(=O)(=O)Nc2cccc(-c3csc(NC(=O)CNCCN(C)C)n3)c2)cc1
entry no.	17	18	19	20	21	22	23	24
SF-295	80.9	92.4	95.0	102.1	103.0	91.8	110.9	95.5
OVCAR-4	77.4	97.1	62.9	99.1	104.2	64.8	109.1	70.0
OVCAR-8	91.3	115.9	74.7	94.9	98.2	79.1	108.1	95.7
SK-OV-3	84.7	118.1	63.3	115.0	95.2	103.8	114.7	109.0
PC-3	81.1	92.4	30.6	87.0	92.6	62.1	98.7	64.7
OVCAR-3	113.1	105.1	55.3	106.0	102.3	nt	104.5	87.7
U251	48.7	104.8	50.0	101.4	100.2	88.8	109.4	69.4
OVCAR-5	94.0	111.4	88.2	106.5	105.6	94.7	106.8	109.9
DU-145	117.8	107.9	88.3	113.1	106.5	100.1	112.0	84.8

25) OCC1OC2C(NC(=S)N2c2ccccc2)C(O)C1O (stereo not given)
26) CC(=O)[C@H]1CC[C@H]2[C@@H]3C[C@@H](C)[C@@]4(O)CC(=O)CC[C@]4(C)[C@H]3[C@H](O)C[C@]12C
27) CC[C@@H](C)[C@H](NC(=O)Cn1cc(CN)nn1)C(=O)O
28) CCCCn1cnc2c(SCCc3ccccc3)nc(N)nc21
29) Nc1ccc([N+](=O)[O-])cc1O
30) C=C(C)[C@@H]1CC[C@]2(C(=O)OCCOCCOCC[P+](c3ccccc3)(c3ccccc3)c3ccccc3)CC[C@]3(C)[C@H](CC[C@@H]4[C@@]5(C)CC[C@H](OC(C)=O)C(C)(C)[C@@H]5CC[C@]43C)[C@@H]12
31) COc1cc(N(C)c2ccnc3ccc(C(F)(F)F)cc23)cc(OC)c1OC
32) O=C(Nc1cc(Cl)cc(Cl)c1)OCCCl
entry no.	25	26	27	28	29	30	31	32
SF-295	99.8	99.9	96.4	106.8	110.2	-92.0*	76.9	93.3
OVCAR-4	109.6	110.5	104.0	114.0	107.1	-82.1*	84.9	97.1
OVCAR-8	97.2	104.6	93.1	95.1	97.5	-78.2*	86.9	104.0
SK-OV-3	104.9	105.7	113.4	98.4	103.1	-94.5*	83.0	113.6
PC-3	96.0	94.5	95.5	nt	97.6	-90.2*	67.6	87.4
OVCAR-3	102.0	111.2	121.2	100.4	109.3	-95.8*	99.5	88.0
U251	97.5	105.0	98.5	92.6	102.1	-95.4*	83.9	94.9
OVCAR-5	105.0	99.7	nt	90.4	113.3	-86.2*	86.2	99.2
DU-145	107.3	109.9	118.1	109.8	108.9	-91.1*	108.0	100.0

33) Cc1cc2nnn3c(=O)cc(C)n3c2cc1C
34) O=C(CCCCC(=O)OC1CCCCC1)OC1CCCCC1
35) N#CC(C#N)C(C#N)(C#N)CC(=O)c1ccco1
36) O=C(O)C1C2CC3OC(=O)C1C3C2 (stereo not given)
37) COc1ccc(-c2cc(-c3c[nH]c4ccccc34)nc(N)c2C#N)cc1
38) COc1ccc2nc3cc(Cl)ccc3c(Nc3ccc(C(=O)O)c(O)c3)c2c1
39) CC1(C)CC(=O)C2=C(C1)N(c1ccc(F)cc1F)C(N)=C(C#N)C2c1ccc(Br)s1 (stereo not given)
40) OCC(O)CNc1ncnc2cc(Cl)ccc12 (stereo not given)
entry no.	33	34	35	36	37	38	39	40
SF-295	110.4	102.9	99.8	110.6	49.2	110.7	85.7	105.5
OVCAR-4	111.9	99.8	94.7	107.3	80.2	113.0	107.1	107.1
OVCAR-8	110.1	95.6	103.7	113.5	63.4	125.6	85.8	98.6
SK-OV-3	107.4	95.0	94.3	110.2	106.6	119.5	105.3	93.4
PC-3	101.0	92.2	101.4	98.4	67.2	107.6	76.9	87.0
OVCAR-3	111.4	100.1	106.0	122.1	73.0	122.6	108.2	101.5
U251	114.8	97.3	103.4	111.7	38.0	126.5	98.5	103.2
OVCAR-5	104.0	120.3	94.0	100.8	70.7	113.1	105.8	nt
DU-145	113.8	112.0	105.8	124.7	49.9	122.7	100.5	103.1

41) c1csc(-c2cc3nc(N4CCOCC4)nc(-c4cccs4)n3n2)c1
42) O=C1C(Sc2ccccc2)=C(Cl)CN1Cc1ccccc1
43) CCOP(=O)(NC(c1ccccc1)c1ccccc1)OCC
44) Cc1ccccc1N1CCN(CSc2ccccc2)CC1
45) C=CCn1c(C)nc2ccc(Nc3nc(Nc4ccc5nc(C)n(CC=C)c5c4)c4ccccc4n3)cc21
46) COS(=O)OCCCl (stereo not given)
47) CC1=NN(C(=O)c2cnc3nc[nH]n3c2=O)C(=O)C1
48) N#CCCc1nc(N)nc(N)n1
entry no.	41	42	43	44	45	46	47	48
SF-295	101.3	99.1	101.9	91.9	-67.5*	nt	93.4	108.1
OVCAR-4	103.1	111.6	106.0	105.9	-93.3*	105.6	111.0	109.6
OVCAR-8	102.0	107.1	98.1	112.7	-48.6*	99.6	110.3	101.0
SK-OV-3	104.6	114.9	106.7	107.6	-63.7*	100.6	100.8	103.5
PC-3	95.0	101.7	82.6	110.3	-47.8*	94.5	110.8	98.0
OVCAR-3	100.9	nt	111.7	107.1	-95.4*	103.2	105.4	105.4
U251	97.5	97.1	105.3	101.0	-94.2*	102.8	nt	96.9
OVCAR-5	92.6	105.1	108.2	95.0	25.1	107.7	105.3	109.2
DU-145	97.1	104.9	nt	111.4	-67.6*	119.6	102.9	105.4

49) O=C(CCn1cnc2c(cc(-c3ccccc3)n2-c2ccncc2)c1=O)Nc1ccc(Cl)cc1
50) O=c1nc2c(-c3ccccc3)n[nH]n2c2sc3c(c12)CCCC3
51) CC(Cl)C(=O)Oc1ccc(Cl)cc1 (stereo not given)
52) COc1cc2c(cc1NC(=O)C(Cl)Cl)-c1ccc(NC(=O)C(Cl)Cl)cc1C2
53) COc1ccccc1-c1cc(-c2cc3cc(Br)ccc3oc2=O)nc(N)n1
54) Fc1cccc(Cn2c(-c3cncs3)nc3ccccc32)c1
55) CC(Sc1nc2ccccc2c(=O)n1CCc1ccc(S(N)(=O)=O)cc1)C(=O)Nc1ccc(F)cc1 (stereo not given)
56) O=C1C=C(Nc2ccccc2)c2ccccc2C1=O
entry no.	49	50	51	52	53	54	55	56
SF-295	85.2	99.8	93.1	-12.8*	97.8	nt	96.2	104.9&61.1
OVCAR-4	nt	112.1	nt	nt	nt	91.1	98.7	82.5&44.4
OVCAR-8	99.9	103.2	101.9	-22.8*	98.0	92.2	95.5	94.3&31.7
SK-OV-3	113.5	91.0	101.7	56.3	96.2	104.5	134.7	90.9&108.1
PC-3	97.4	95.5	97.5	18.8	nt	68.8	102.7	76.8&53.8
OVCAR-3	108.5	104.5	105.8	-44.6*	94.5	105.4	114.4	6.6*!
U251	103.1	99.3	98.1	nt	99.3	95.9	99.3	96.6
OVCAR-5	103.8	123.4	92.6	10.2	92.3	97.3	96.4	109.5&90.2
DU-145	106.4	109.3	104.7	-68.4*	114.5	108.3	110.8	97.3&21.2

57) CCCCN(CCCC)CC(O)c1ccc(-c2ccccc2)cc1 (stereo not given)
58) CCOC(=O)C[n+]1ccccc1
59) Cc1ccc(N(C(=O)c2cc3ccccc3[nH]2)[C@H](C(=O)Nc2cccc([N+](=O)[O-])c2)c2ccc(N(C)C)cc2)cc1
60) NC(=O)CCNC(=O)c1ccccc1S
61) Cc1ccc(S(=O)(=O)/N=C2/Cc3ccccc3N2C)cc1
62) COc1cc([C@@H]2c3cc4c(cc3[C@H](O)[C@@H](CO)[C@@H]2C(=O)O)OCO4)cc(OC)c1OC
63) CC(Oc1ccccc1-c1ccccc1)C(=O)N(C)C (stereo not given)
64) ClCCCOCCCCl
entry no.	57	58	59	60	61	62	63	64
SF-295	59.0	96.4	95.3	90.1	94.1	101.4	99.6	nt
OVCAR-4	76.4	94.3	97.5	100.0	99.2	107.6	112.0	98.1
OVCAR-8	83.5	97.9	94.0	105.5	97.8	98.6	112.8	101.5
SK-OV-3	79.9	112.3	93.4	94.2	106.0	93.8	102.8	100.5
PC-3	64.1	88.7	74.5	95.9	109.7	78.6	99.9	97.4
OVCAR-3	92.2	118.2	108.5	114.3	97.1	104.8	101.1	104.5
U251	79.9	95.8	87.6	100.6	106.9	92.4	107.5	98.2
OVCAR-5	77.0	94.5	100.5	110.7	108.5	106.8	104.9	108.1
DU-145	nt	114.5	100.8	110.5	104.0	112.9	111.9	110.8

65) O=c1[nH]n(C(=S)N/N=C/c2ccccc2Cl)c(=O)c2ccccc12
66) Cc1[nH]c(=O)[nH]c(=O)c1Cc1ccc(Cl)cc1
67) CC(Br)C(=O)c1cccc2ccccc12 (stereo not given)
68) O=C1Nc2ccccc2/C1=C/c1cn(CC(O)CN2CCCCC2)c2ccccc12 (stereo not given)
69) NC(N)=NC1CCCCC1
entry no.	65	66	67	68	69
SF-295	15.9	101.0	99.6	107.8	119.5
OVCAR-4	33.0	111.8	111.2	113.7	105.0
OVCAR-8	4.9*	102.4	102.8	99.9	98.5
SK-OV-3	23.4	101.9	101.1	103.4	107.2
PC-3	22.6	99.9	99.3	95.5	89.8
OVCAR-3	24.0	110.6	107.0	94.8	-50.3*
U251	-46.5*	102.7	93.4	98.3	89.9
OVCAR-5	9.5*	99.7	106.2	95.9	109.2
DU-145	15.1	110.8	104.1	110.4	22.3

# Pulled by compound from above (3):
67) CC(Br)C(=O)c1cccc2ccccc12 (stereo not given)
66) Cc1[nH]c(=O)[nH]c(=O)c1Cc1ccc(Cl)cc1
65) O=c1[nH]n(C(=S)N/N=C/c2ccccc2Cl)c(=O)c2ccccc12
entry no.	67	66	65
SF-295	99.6	101.0	15.9
OVCAR-4	111.2	111.8	33.0
OVCAR-8	102.8	102.4	4.9*
SK-OV-3	101.1	101.9	23.4
PC-3	99.3	99.9	22.6
OVCAR-3	107.0	110.6	24.0
U251	93.4	102.7	-46.5*
OVCAR-5	106.2	99.7	9.5*
DU-145	104.1	110.8	15.1
